Source: PubChem
Dynein transport = dynein cargo transport inhibition; 3617.4 mouse cells, GR-EGFP nuclear translocation imaging; test concentration mostly 20 µM; stimulated with dexamethasone, 1 µM; stronger effect = lower value; z-score, hits read low; 0.47% of 220,000 active; AID 1381;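 active = plate z-score of nuclear minus cytoplasmic receptor signal below a set negative limit, without overly bright fluorescence or cell loss, cut at about -3.5 in these data, passing the limit was not always enough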;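 note: z-score of nuclear minus cytoplasmic ring GR-EGFP intensity difference per well; some compounds called inactive have numbers as strong as hits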
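medium = tetracycline-free induction medium containing charcoal-stripped FBS | probe or stimulus = dexamethasone, 1.0 µM final | timing = 48 h induction, then 1 h compound, then 30 min agonist, 37 °C | detection = automated 10x imaging of fixed Hoechst-stained cells | read-out basis = nuclear versus cytoplasmic GR-EGFP signal, averaged per well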
XIAP antagonists = small molecules displacing peptide from XIAP – biochemical, IAP family, fluorescence polarization (AID 1018); XIAP BIR domain, fluorescence polarization peptide displacement; higher % means a stronger effect; one-dose displacement, % at 20 µM; IC50 in µM for titrated hits; 0.007% of 200,000 active; in the data active = displacement above about 50%; note: a part of the inactive calls stands beside numbers as strong as those of hits
ER stress rescue = protection against thapsigargin-triggered cell killing – 384-well, CSM14.1, ATP luminescence, primary screen (AID 1222); one-dose cellular ATP content (survival), % at 20 µM; EC50 in µM for titrated hits; 190,000 tested, under 10 active; CSM14.1 thapsigargin-induced death rescue, ATP luminescence; higher % means a stronger effect;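 active = EC50 below 50 µM in the dose-response confirmation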;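 note: death triggered by thapsigargin at about 15 µM added after 2 h compound pretreatment; cell ATP read after overnight thapsigargin exposure of roughly 18 to 22 hours; normalized against plate controls of thapsigargin alone and 5% DMSO vehicle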
Autophagy HCS = alters autophagy in cells; MEF GFP-LC3 puncta imaging; test concentration mostly 10 µM; calls only at 10 µM (by protocol); 0.98% of 190,000 active;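 active = percentage of spot-positive cells more than 3 SD above its plate mean, without a fluorescence outlier flag or 80% toxicity; inconclusive = no clear call, values can overlap the other calls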;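 note: spot-positive cell cutoff set from DMSO-treated cells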
MT stabilizer = stabilizes microtubules in HeLa cells. HeLa tubulin immunostaining HCS, 24 h; share of cells brighter than vehicle mean+2SD. % tubulin-high responders, % at 10 µM. 0.83% of 200,000 active. AID 2205;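 active = plate Z-score above 3 for both tubulin-high and condensed-nucleus cell shares, with cell loss under 80%, at 10 µM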;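 note: anti alpha tubulin signal scored within the nucleus-defined area of each cell; some results filed as inactive read as strong as hits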
bCat nuc transl = alters nuclear translocation of beta-catenin in HeLa cells; 0.3% of 190,000 active; immunofluorescence imaging; nuclear translocation activity, % at 5 µM; AID 1665;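 active = nuclear translocation activity above 50% at 5 µM, with a well cell count of 50 or more; inconclusive = wells under 50 cells across six images, flagged as toxic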;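 note: per-cell ratio of nuclear to cytoplasmic median beta-catenin stain intensity; plate controls were DMSO negative control for no effect and GSK-3 inhibitor IX positive control for full effect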
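Test system: human HeLa cell line; Doses: 5 µM primary, 0.02–20 µM confirmation; Incubation: 24 h compound exposure, 37°C; Detection: beta-catenin immunofluorescence imaging with DAPI; Read-out: beta-catenin nuclear/cytoplasmic ratio, % activation.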
Insulin prom up = MIN6 insulin promoter up-regulation; MIN6 insulin promoter-GFP reporter, high-content imaging; stronger effect = higher value; z-score at 5 µM; 0.3% of 190,000 active; AID 1625;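 active = z-score above 3 at 5 µM with at least 500 cells counted in the well; inconclusive = wells under 500 cells, flagged as cytotoxic or low count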
WT yeast gro inh = growth inhibition of WT yeast, mitochondrial fusion screen; mitochondrial fusion phenotypic screen, WT strain; inhibition, % at 10 µM; 2.1% of 190,000 active; AID 1362; in the data active = inhibition above about 58%; tested in S. cerevisiae
Hep lipid drop = hepatic lipid droplet formation modulation | AML12 mouse hepatocytes, oleate lipid droplets, BODIPY imaging | inhibition, % at 6.5 µM | 0.4% of 240,000 active | AID 1656;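 active = lipid droplet intensity inhibited by at least 50%, with more than 500 cells counted; inconclusive = wells with under 300 cells, treated as cytotoxic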
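Technique: fluorescence imaging, 20x objective, two fields per well / Assay system: AML12 hepatocytes (mouse) / Measure: % inhibition of lipid droplet signal / Doses: 6.5 µM single-point dosing / Incubation: overnight exposure / Reagent: 100 µM oleic acid challenge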
WT yeast gro inh mutant strain = further read-out of WT yeast gro inh, marked with its call; inhibition, %; mitochondrial fusion phenotypic screen, mutant strain inhibition
Dynein transport cytoplasmic EGFP = recorded beside Dynein transport, whose call it bears; z-score; measured here: cytoplasmic GR-EGFP intensity; stronger effect = higher value
Dynein transport nuclear GR-EGFP = recorded beside Dynein transport, whose call it bears; z-score; measured here: nuclear GR-EGFP intensity;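 lower value marks the stronger effect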
Dynein transport cell count = also measured in Dynein transport; calls as there; z-score; measured here: cell count per field
Insulin prom up cell count = further read-out of Insulin prom up, marked with its call; cell count; measured here: cytotoxicity, nuclei count;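 total cells summed across four imaged fields per well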
Hep lipid drop cells 6.5 µM = further read-out of Hep lipid drop, marked with its call; cell count; measured here: cell count, cytotoxicity flag;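 cells counted across two imaged fields per well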
bCat nuc transl cell count 5 µM = further read-out of bCat nuc transl, marked with its call; cell count; measured here: cell count, cytotoxicity flag
MT stabilizer Hoechst-high % = also measured in MT stabilizer; calls as there; % Hoechst-high responders; measured here: nuclear condensation Hoechst responders;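 share of cells brighter than vehicle mean plus two SD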
MT stabilizer cytotoxicity % = also measured in MT stabilizer; calls as there; toxicity, %; measured here: cytotoxicity by cell density;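 0% = mean cell density of plate MIN control wells and 100% = no cells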
Autophagy HCS cell loss 18 h = also measured in Autophagy HCS; calls as there; toxicity, %; measured here: cell loss, nuclei count;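 cell loss after 18 h compound exposure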
Starred values were filed as active, the others as inactive; i = inactive; ? = inconclusive; · = no result given; + = active, no number. Hits appear at their usual frequency (roughly 4% active in at least one column).

smiles,Insulin prom up cell count,MT stabilizer Hoechst-high %,bCat nuc transl,MT stabilizer,XIAP antagonists,MT stabilizer cytotoxicity %,Insulin prom up,Autophagy HCS cell loss 18 h,bCat nuc transl cell count 5 µM,Autophagy HCS,WT yeast gro inh,Dynein transport nuclear GR-EGFP,Dynein transport cytoplasmic EGFP,ER stress rescue,Dynein transport cell count,Dynein transport,Hep lipid drop,Hep lipid drop cells 6.5 µM,WT yeast gro inh mutant strain
CCOc1ccc2[nH]c(=O)c(CN(CCN3CCCC3)C(=S)Nc3ccccc3OC)cc2c1,1300,1.5,-0.3,2.4,13.1%,2.5,0.39,10.5,1531,i,-8.5,-0.682,-0.243,-2.4%,0.803,-1.23,-5.6,698,-8.5
c1ccc(Cc2noc(CN3CCN(Cc4ccc5c(c4)OCO5)CC3)n2)cc1,·,1.7,0.3,0.9,-5.3%,5.2,·,-2.0,1589,i,-16.2,-0.304,-0.178,1.5%,0.802,-0.699,1.3,702,12.1
CCc1ccc(-c2ccc(SCc3ccccn3)nn2)cc1,·,2.0,0.6,1.7,-4.8%,3.2,·,3.6,1062,i,8.8,0.39,-0.196,-2.4%,0.205,0.471,5.1,671,3.8
CCn1c(SCC(=O)O)nnc1-c1ccccc1,1228,3.3,-4.7,5.7,-2.8%,3.5,-0.29,4.7,1034,i,5.6,-0.0395,-0.0662,-1.2%,-0.428,-0.00652,·,·,2.2
NC(=O)C1CCN(CC(=O)Nc2ccccc2Sc2ccc(Cl)cc2)CC1,1450,2.4,1.3,3.9,-3.9%,7.6,0.08,6.6,1069,i,-25.4,-0.0219,-0.259,-1.6%,0.387,-0.0907,-2.1,687,-4.3
O=C(CS(=O)CC(=O)N(CC(=O)NC1CCCC1)C1CCCCC1)Nc1ccc(F)cc1 (stereo not drawn),1489,3.3,-7.0,6.8,-0.7%,4.4,0.29,-0.8,1066,i,0.2,1.55,-0.0631,-0.3%,-2.56,3.31,·,·,5.0
O=C(C1CC1)N1CCc2cc(Br)cc(S(=O)(=O)NCc3ccc4c(c3)OCO4)c21,1208,2.2,-3.2,3.1,-25.2%,3.0,-0.42,-1.0,1135,i,17.8,0.261,-0.199,1.5%,0.43,-0.0331,-12.1,705,0.8
O=C(Nc1cccc(Cl)c1)Nc1cccc(C(=O)O)c1,1036,·,-0.6,·,·,·,0.01,·,1356,·,·,0.0628,-0.187,·,0.138,-0.513,-0.6,642,·
Cc1ccc(-n2nc(C)c3c(-c4cccs4)c(C#N)c(N)nc32)cc1,·,10.1,-3.4,11.4,-9.5%,10.8,·,-5.0,990,i,-6.4,-0.153,-0.2,0.8%,1.23,-0.573,·,·,-17.6
CCC(C)C(NC(=O)c1ccc(Cl)cc1Cl)C(=O)O (stereo not drawn),1333,3.5,·,5.0,-6.8%,7.4,0.64,9.2,·,i,-2.4,-0.639,-0.323,-0.8%,0.284,-0.921,18.4,738,16.1
CCCN(CCC)CC(O)CN1C(=O)NC(C)(C)C1=O (stereo not drawn),1474,1.4,-0.9,2.4,-6.0%,7.7,-0.24,13.3,1118,i,-15.5,0.106,-0.336,1.0%,0.751,-0.301,0.4,748,-9.7
COc1ccc(NC(=O)c2ccc(S(=O)(=O)N(C)C)cc2)cc1OC,·,3.8,·,2.1,-1.3%,7.9,·,-9.8,·,i,-2.5,0.667,-0.15,1.6%,-0.211,0.741,·,·,-12.5
COC(=O)c1ccc(CN2CCN(C3CCCCC3)C(CCO)C2)cc1 (stereo not drawn),1465,2.0,-1.5,1.9,-7.4%,4.7,0.4,23.7,1047,i,-10.4,-0.215,-0.205,-0.9%,0.759,-0.0522,1.1,720,-11.6
COc1ccc(C2=CSC3=NCCN23)cc1F,1375,4.3,-2.5,6.1,-4.6%,7.8,-0.77,7.8,1020,i,40.0,1.42,-0.0614,0.4%,-1.99,2,·,·,51.0
COCCCn1c(Cc2csc(Nc3ccc(F)cc3)n2)nnc1SCC(N)=O,990,1.4,·,1.9,-3.0%,2.1,0.23,8.1,·,i,7.4,0.312,-0.182,-1.5%,0.951,-0.472,9.2,787,17.6
CC12CCC(C(=O)NC(c3ccccc3)c3ccccc3)(OC1=O)C2(C)C (stereo not drawn),894,1.8,·,1.0,-0.7%,21.0,0.62,-4.7,·,i,31.7,0.35,-0.395,-0.2%,-0.132,1.14,3.9,767,7.5
CC(C)C(=O)Nc1ncc(Cc2cccc(Cl)c2)s1,1522,2.4,-4.9,4.1,-5.8%,5.1,0.36,-10.9,1108,i,-2.0,0.0736,-0.339,3.5%,0.179,-0.42,5.4,693,18.0
COC(=O)c1cc(S(=O)(=O)Nc2nn(C)c3ccccc23)oc1C,1488,·,-2.2,·,·,·,0.26,·,1171,·,·,-0.283,-0.221,·,0.524,-0.157,-7.7,718,·
Cc1cc(C)cc(N(C(C)C(=O)N2CCOCC2)S(C)(=O)=O)c1 (stereo not drawn),1305,2.7,1.2,2.1,-6.1%,4.9,0.37,1.3,1048,i,-8.1,-0.0807,0.253,-2.2%,-0.326,0.945,-11.0,729,-5.2
CCC(C(=O)Nc1cnccn1)c1ccccc1 (stereo not drawn),1162,2.3,-0.5,4.1,-8.3%,8.5,0.55,32.4,1011,i,-3.4,0.271,-0.206,·,-0.719,0.789,-42.2,556,1.2

smiles,Insulin prom up cell count,MT stabilizer Hoechst-high %,bCat nuc transl,MT stabilizer,XIAP antagonists,MT stabilizer cytotoxicity %,Insulin prom up,Autophagy HCS cell loss 18 h,bCat nuc transl cell count 5 µM,Autophagy HCS,WT yeast gro inh,Dynein transport nuclear GR-EGFP,Dynein transport cytoplasmic EGFP,ER stress rescue,Dynein transport cell count,Dynein transport,Hep lipid drop,Hep lipid drop cells 6.5 µM,WT yeast gro inh mutant strain
Cc1nnc(NC(=O)CSc2nnc(Cc3cccn3C)n2-c2cccc(C)c2C)s1,1260,1.8,-3.8,2.9,-1.8%,8.6,0.73,-5.9,1214,i,0.0,0.397,-0.166,-1.3%,0.838,0.454,11.6,731,-0.9
O=c1oc2ccccc2c(N2CCOCC2)c1[N+](=O)[O-],·,1.6,-0.7,3.7,-4.0%,8.5,·,-0.9,1465,i,-16.5,-1.56,0.621,-2.6%,0.262,-2.77,-4.6,730,-6.6
CC(=O)Nc1cccc(NC(=O)c2c(-c3ccccc3)noc2C)c1,968,2.0,-2.9,0.9,-1.8%,6.9,-1.28,5.2,1111,i,10.0,0.327,-0.0233,-2.5%,-1.03,0.00381,5.0,713,-3.5
CC1(C)Cc2c(sc(NC(=O)c3ccco3)c2C(=O)O)CO1,·,1.1,-10.2,0.9,-0.3%,6.4,·,-8.9,1244,i,-2.3,-0.00649,0.0332,-4.9%,0.499,-0.248,-7.0,793,12.4
CCC(C)Sc1nc2c(c(=O)[nH]1)C(c1cccs1)C1=C(CCCC1=O)N2 (stereo not drawn),994,2.8,0.0,4.8,-3.7%,10.3,-0.11,8.2,1092,i,-7.6,0.701,-0.178,0.3%,-0.211,1.09,-2.7,739,-20.8
O=C(Nc1ccc2c(c1)CCC2)C1CCN(c2c3c(nc4ncnn24)CCC3)CC1,·,5.2,-3.4,4.2,-5.2%,6.7,?,-14.7,943,i,-6.0,0.262,-0.279,-0.5%,-0.454,-0.168,·,·,15.3
CC(C)c1ccc(N(CC(=O)Nc2ccc(S(=O)(=O)N3CCOCC3)cc2)S(C)(=O)=O)cc1,847,1.9,1.1,2.0,-7.4%,10.3,0.17,-5.1,1002,i,-2.2,-0.498,-0.291,-1.3%,1.19,-1.22,-7.4,818,-1.2
C=C(C)CSC1=C(C#N)C(c2ccccc2)CC(=O)N1 (stereo not drawn),·,2.6,·,2.8,·,8.1,·,9.6,·,i,1.1,0.00882,0.359,·,0.681,-0.219,·,·,-7.0
CCOC(=O)C1=C(C)C2C3C(=O)N(c4ccc(C)cc4C)C(=O)C3C1(C)C1C(=O)N(c3ccc(C)cc3C)C(=O)C21 (stereo not drawn),1376,2.7,-3.2,2.3,-0.7%,5.3,-1.02,-7.1,571,i,-1.4,-0.892,-0.329,2.0%,0.967,-0.867,-17.9,621,0.0
Nc1c(C(=O)Nc2ccc(S(=O)(=O)N3CCCC3)cc2)sc2nc3cc4c(cc3cc12)CCC4,1029,24.7*,2.4,27.8*,-7.6%,23.0*,1.59,35.9*,1140,+,4.5,0.266,8.26,-0.2%,0.962,-2.54,15.7,571,9.2
CC(=O)Oc1ccc2oc(=O)c3c(c2c1)CCCN3C(=O)CN1CCOCC1,1161,2.5,·,2.7,-1.1%,11.3,-0.07,-1.5,·,i,-8.0,0.49,-0.355,-1.1%,0.0175,0.656,5.3,787,3.6
OC(C#CCN1CCCCCC1)(c1ccccc1)c1cccnc1 (stereo not drawn),1459,·,0.4,·,·,·,-0.69,·,1119,·,·,0.173,-0.243,·,0.362,0.577,0.6,700,·
CCCCn1c(SCC(=O)N(CC)C2CCS(=O)(=O)C2)nc2cc(S(N)(=O)=O)ccc21 (stereo not drawn),1254,1.5,-1.0,2.7,-0.9%,1.2,-0.52,0.5,1083,i,6.7,1.31,-0.0832,-0.3%,-0.736,2.18,1.3,658,-0.4
COc1ccc(N2C3=C(CC4=C2CC(C)(C)CC4=O)C(=O)CC(C)(C)C3)cc1,1603,1.6,-2.8,3.4,0.1%,4.6,0.83,10.4,1310,i,-5.9,6.29,6.47,-0.7%,-4.93,11.1,·,·,-6.4
